Source: PubChem (National Center for Advancing Translational Sciences (NCATS))
TDP1 cell CPT: growth inhibition of DT40 Tdp1-/-;hTDP1 cells with camptothecin (screen for TDP1 inhibitors); chicken DT40 Tdp1-/-;hTDP1 cells + 20 nM CPT, ATP luminescence, 48 h; Potency, µM (series often up to 46.2 µM), without a hit: at the top dose activity change, negative = growth inhibition, most hits filed as inhibitors; 420,000 compounds, 12% hits; AID 686979; further: nearly all actives have a fitted effect of over 55% in size
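Chicken DT40 Tdp1-/- cells stably complemented with human TDP1 were seeded at 400 cells/well in medium containing 20 nM camptothecin, exposed to pin-transferred compounds, and grown at 37 °C for at least 48 hr. Viability was read as ATP luminescence.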
FEN1 inhibitor: inhibitors of human flap endonuclease 1; Recombinant FEN1 flap cleavage, fluorescence, 15 min; 390,000 compounds, 0.35% hits; AID 588795; Potency, µM (top dose mostly 114 µM), for the others: at the highest dose activity change, negative = inhibition, usual class: inhibitors; further: nearly all actives have a fitted effect of over 65% in size
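FEN1 at 10 nM, compound pretreatment for 15 min (room temperature), 50 nM final substrate to initiate; endpoint reads at 0 and 15 min; DMSO-only plates used as vehicle background.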
KAT2A inh: GCN5L2 (KAT2A) acetyltransferase inhibition; GCN5L2 HAT assay, ThioGlo1 CoA-SH fluorescence; Q92830; Potency, µM (titrated, usually from 58.9 µM), without a hit: at the top dose activity change, negative = inhibition, most hits filed as inhibitors; 390,000 compounds, 0.21% hits
Target sequence (Q92830 whole entry, looked up): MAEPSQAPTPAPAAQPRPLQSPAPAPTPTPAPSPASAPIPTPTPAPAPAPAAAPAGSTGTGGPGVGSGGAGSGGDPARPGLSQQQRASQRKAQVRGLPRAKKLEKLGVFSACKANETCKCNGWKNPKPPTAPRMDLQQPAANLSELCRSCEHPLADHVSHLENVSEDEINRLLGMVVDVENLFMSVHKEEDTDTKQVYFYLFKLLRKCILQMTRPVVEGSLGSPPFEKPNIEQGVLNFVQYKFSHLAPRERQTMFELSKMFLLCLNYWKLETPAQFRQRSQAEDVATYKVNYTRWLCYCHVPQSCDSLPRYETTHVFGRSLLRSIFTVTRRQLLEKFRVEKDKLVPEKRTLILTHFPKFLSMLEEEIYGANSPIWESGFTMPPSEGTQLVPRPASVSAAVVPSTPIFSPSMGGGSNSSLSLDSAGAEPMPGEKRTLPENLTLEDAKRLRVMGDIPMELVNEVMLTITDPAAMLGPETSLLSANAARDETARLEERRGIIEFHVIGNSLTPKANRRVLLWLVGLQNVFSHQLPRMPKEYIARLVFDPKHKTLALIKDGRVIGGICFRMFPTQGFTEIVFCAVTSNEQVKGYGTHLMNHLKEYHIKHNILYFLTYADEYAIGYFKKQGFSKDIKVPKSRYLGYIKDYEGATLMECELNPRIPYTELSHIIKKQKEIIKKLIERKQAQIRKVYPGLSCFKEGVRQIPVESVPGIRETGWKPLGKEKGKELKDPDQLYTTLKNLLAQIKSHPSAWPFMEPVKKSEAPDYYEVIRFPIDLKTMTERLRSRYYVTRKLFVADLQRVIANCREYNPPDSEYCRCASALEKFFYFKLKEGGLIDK
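Fluorescence readout, Ex340nm/Em540nm: ThioGlo1 (50uM final) reacts with free CoA thiol released as 20nM GCN5L2 acetylates H3(1-25) peptide (75uM) using acetyl-CoA (70uM). Compound and enzyme sat 15 min beforehand; 20 min room-temperature reaction.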
* marks the source's active call; other numbers are inactive results; ? = inconclusive; . = no result given; [ ] = another dose, or the depositor's remark. The call rests on the fitted dose curve; in most records, active means well fitted curve in the direction sought with a large enough effect; inconclusive means small, poorly fitted or top-dose-only effect, or another doubt; inactive means no such curve, though single readings can be large; an effect the other way counts as inactive or inconclusive. On the % scale 0 is the no-effect control and ±100 the full control effect; potency means the concentration at half of the fitted maximal effect.

SMILES	TDP1 cell CPT	FEN1 inhibitor	KAT2A inh
O=C1CCCCC1S(=O)(=O)c1ccccc1 (configuration not stated)	7%	-3%	-3%
COc1ccc(N(CC(=O)Nc2ccccc2OC)S(=O)(=O)c2ccccc2)cc1Cl	13µM*	0%	-10%
CSc1ccccc1OCc1cc(C(=O)N(C)Cc2nonc2C)no1	?	-10%	-1%
COc1ccc(Oc2nc3c(c(=O)n(Cc4ccccc4Cl)c(=O)n3C)n2C)cc1	?	-8%	3%
Cc1cc(C)nc(NC(=O)c2cccc(Cl)c2)n1	3%	-9%	-4%
CC1=C(C(=O)Nc2ccc(C)cc2C)C(CC(C)C)n2nc(SCc3ccccc3C)nc2N1 (configuration not stated)	10µM*	-19%	-5%
O=C(CSc1nc(-c2ccco2)cc(C(F)(F)F)n1)NC1CCCCCCC1	?	-2%	.
Cc1noc(C)c1COc1ccccc1C(=O)NCCc1ccc(S(N)(=O)=O)cc1	8%	2%	-3%
CCCc1nnc(NC(=O)c2c(O)c3cccc4c3n(c2=O)CCC4)s1	3.5µM*	-17%	?
Cc1ccc(-c2nnc(N3CCN(C(=O)CN4C(=O)c5ccccc5C4=O)CC3)c3ccccc23)cc1	?	-4%	.
O=C(Cc1ccccc1F)Nc1cc(S(=O)(=O)N2CCOCC2)ccc1N1CCOCC1	-17%	7%	0%
O=C(NN=C1CCN(Cc2ccccc2)CC1)c1ccccc1	15%	4%	-2%
Cc1ccc(N(CC(=O)NC2CCCCC2C)S(=O)(=O)c2c(C)noc2C)cc1 (configuration not stated)	-21%	0%	2%
O=C(CCS(=O)(=O)c1ccc(Cl)cc1)NCCC1=CCCCC1	12%	1%	-1%
N#Cc1ccc(/C=C/C(=O)c2ccc3c(c2)OCO3)cc1	16µM*	-3%	-2%
CSc1ccccc1OCc1cc(C(=O)N2CCN(c3ccccc3)CC2C)no1 (configuration not stated)	?	-1%	-30%
CNC(=O)C1CC(=O)N(c2ccc(C)cc2)C1 (configuration not stated)	-21%	-8%	1%
CC(=O)Nc1cccc(-n2nnc(SCC(=O)N(C)c3ccccc3)n2)c1	-5%	4%	?
O=C(N/N=C/c1ccncc1)c1cc(Br)ccc1OCc1ccccc1	2%	5%	-8%
CN(C)c1ccc(CNC(=O)c2ccc(NC(=O)c3nsc4ccccc34)cc2)cc1	-29%	-10%	-2%
CC1CCC(=NNC(=O)Cc2cccn2C)CC1 (configuration not stated)	4%	-1%	1%
COc1cc(C(=O)C(=O)c2cc(OC)c(O)c(OC)c2)cc(OC)c1O	-5%	3%	-8%
CCOc1cc(CNc2ccc3[nH]c(=O)[nH]c3c2)ccc1OCC(=O)NC(C)(C)C	-19%	2%	-3%
Cc1cccc(Nc2nc(N)c([N+](=O)[O-])c(NCc3ccccc3)n2)c1	?	-18%	-7%
COc1ccc(C(c2nnnn2CCc2ccccc2)N2CCN(C3CCCC3)CC2)cc1OC (configuration not stated)	?	-2%	-1%
CC1(Cc2cn(CCC#N)c3ccccc23)OCCO1	-7%	-11%	14%
COc1cccc(C(=O)Nc2ccc3c(c2)C(=O)NC3=O)c1	5%	-3%	-7%
CCOc1cc(S(=O)(=O)NCc2ccc3c(c2)OCO3)c(C)cc1C	2%	?	-2%
COC(=O)C1(CCSC)NC(c2ccc(OC)cc2OC)C2C(=O)N(c3cccc(C(C)=O)c3)C(=O)C21 (configuration not stated)	0%	0%	-2%
C/C=C/C=N/Nc1nc(C)cc(=O)[nH]1	2%	8%	-2%
O=S(=O)(Nc1ccccc1C(F)(F)F)c1ccc(N2CCCCS2(=O)=O)cc1	-21%	7%	4%
COc1ccc(-c2nnc3ccc(SC(C)C)nn23)cc1OC	10µM*	?	.
CCOC(=O)CSc1nc2ccccc2c(=O)n1CCc1ccc(OC)c(OC)c1	13µM*	15%	-7%
CCOC(=O)c1ccc(S(=O)(=O)NNC(=O)COc2ccccc2C)cc1	?	11%	3%
COc1cc(C2NC(=O)N(C)C3=C2C(=O)N(c2ccccc2)C3)ccc1O (configuration not stated)	.	15%	1%
Cc1ccc(CNC(=O)c2cc(=O)c3ccc(C)cc3o2)cc1	?	-7%	-7%
CCN(C[C@H]1N[C@@](C)(C(=O)OC)[C@H]2C(=O)N(Cc3ccccc3)C(=O)[C@@H]12)C(=O)Nc1ccc(Cl)cc1	?	-10%	-12%
COc1cccc(N(C(=O)c2snc(C(N)=O)c2N)C(C(=O)NCc2ccccc2)c2ccc(O)cc2)c1 (configuration not stated)	?	-6%	-10%
CCn1nc(C)cc1-c1nnc(SCC(=O)Nc2ccccc2)n1CCCOC	-9%	3%	-8%
Cc1c(CCC(=O)NCCC(=O)O)c(=O)oc2c(C)c3oc4c(c3cc12)CCCC4	5%	-15%	-6%
O=C(O)c1cc(NS(=O)(=O)c2ccc(N3CCOCC3)c([N+](=O)[O-])c2)cc(C(=O)O)c1	0%	-1%	30%[activator]
CCC1CCCCN1CCCNC(=O)CCCOc1cc(=O)n(C)c2ccccc12 (configuration not stated)	20%	-6%	-2%
Cc1cccc(NC(=O)c2cc3c(=O)n4ccccc4nc3n(CC(C)C)c2=N)c1	13%	-1%	-6%
COCCCN1C(=O)/C(=C\c2cccs2)C(C(=O)OC)=C1C	-6%	-4%	-5%
Nc1c(-c2cccs2)cnn1-c1nc(-c2ccc(F)cc2)cs1	-11%	1%	24%
COc1ccc(-c2coc3cc(OC(C)=O)cc(OC(C)=O)c3c2=O)cc1	9%	.	-10%
COc1ccc(Cn2c(=O)[nH]c3cc(C(=O)NCCc4ccc(S(N)(=O)=O)cc4)ccc3c2=O)cc1	-12%	-9%	-13%
C=CCn1c(SCC(N)=O)nc2nc3c(cc2c1=O)COC(C)(C)C3	-4%	9%	3%
CCn1cc(C(=O)N2CCc3ccccc32)c(=O)c2cc(S(=O)(=O)N3CCCC3)ccc21	-21%	-7%	-10%
COc1cccc2cc(C(=O)NCc3ccccn3)c(=O)oc12	-12%	-6%	-4%
CCc1cccc(NS(=O)(=O)c2c(C)n[nH]c2C)c1	-2%	3%	-1%
Cc1nnc(SCc2cc([N+](=O)[O-])cc3c2OCOC3)n(N)c1=O	-24%	-20%	1%
CCCC1CCc2[nH]nc(C(=O)NN)c2C1 (configuration not stated)	?	-9%	-1%
O=S(=O)(NCc1cc(-c2ccccc2)no1)c1ccccc1Cl	12%	-9%	-4%
Brc1ccc(CN2C3=NCCCN3c3ccccc32)cc1	16µM*	0%	0%
CCCCNCc1nc2ccccc2c(=O)[nH]1	-16%	12%	-3%
CNC(=O)NC(=O)COC(=O)c1ccccc1OCc1ccccc1	5%	0%	-2%
CCCCc1c(C)nc2nc(SCc3ccc(Cl)cc3)[nH]n2c1=O	-12%	5%	-2%
CCOC(=O)N1CCN(Cc2cn3ccccc3n2)CC1	1%	-6%	-3%
CC1(C)C=C2[C@H]3CC[C@@H]4[C@@]5(C)CCC(=O)C(C)(C)[C@@H]5CC[C@@]4(C)[C@]3(C)CC[C@@]2(C(=O)O)CC1	5.2µM*	-16%	-2%

Filtered by structure: the entries above with a nitro group on carbon (3)
SMILES	TDP1 cell CPT	FEN1 inhibitor	KAT2A inh
Cc1cccc(Nc2nc(N)c([N+](=O)[O-])c(NCc3ccccc3)n2)c1	?	-18%	-7%
O=C(O)c1cc(NS(=O)(=O)c2ccc(N3CCOCC3)c([N+](=O)[O-])c2)cc(C(=O)O)c1	0%	-1%	30%[activator]
Cc1nnc(SCc2cc([N+](=O)[O-])cc3c2OCOC3)n(N)c1=O	-24%	-20%	1%

The list goes on.
SMILES	TDP1 cell CPT	FEN1 inhibitor	KAT2A inh
COc1ccc(OC)c(NC(=O)COC(=O)/C=C/c2ccco2)c1	1%	-11%	-9%
N#Cc1ccc(C(=O)N(Cc2ccccc2)c2ccccc2)cc1	2%	4%	-9%
Oc1ccc2ccccc2c1/C=N/c1nc2c(s1)CCCC2	?	-23%	-2%
COc1ccc(-c2cc(C(=O)N3CCCCCC3)c3ccccc3n2)cc1	?	-10%	-2%
CCCn1c(=O)c2c(C(F)(F)F)cc(-c3cccs3)nc2n(CCC)c1=O	-20%	7%	-2%
CCc1ccc(OCC(=O)NNC(=O)CSc2ncnc3sc(C)c(C)c23)cc1	-20%	-3%	-7%
COc1ccccc1-n1c(=O)c2c3c(sc2n(Cc2ccccc2F)c1=O)CN(C(C)=O)CC3	-22%	2%	3%
Cc1nc2sc(-c3ccccc3)nn2c(=O)c1Br	23µM*	0%	1%
CCC(=O)Nc1ccc(Cl)c(NC(=S)NC(C)=O)c1	4%	5%	-1%
Cc1ccccc1CN1C(=O)C(O)(CC(=O)c2ccncc2)c2ccccc21 (configuration not stated)	4.6µM*	-18%	-4%
Cc1ccc(C(=O)c2c3ccc(N)cc3nn2CCC(N)=O)cc1	2%	1%	-3%
COc1ccc(Cl)cc1NC(=O)CN1CCN(S(=O)(=O)N2CCC(C)CC2)CC1	-11%	-3%	-4%

Record cards (already shown). Values in the order: TDP1 cell CPT, FEN1 inhibitor, KAT2A inh
Results for COc1ccc(-c2cc(C(=O)N3CCCCCC3)c3ccccc3n2)cc1 : ?, -10%, -2%
Results for COc1ccccc1-n1c(=O)c2c3c(sc2n(Cc2ccccc2F)c1=O)CN(C(C)=O)CC3 : -22%, 2%, 3%
Results for CCc1ccc(OCC(=O)NNC(=O)CSc2ncnc3sc(C)c(C)c23)cc1 : -20%, -3%, -7%
Results for CCCn1c(=O)c2c(C(F)(F)F)cc(-c3cccs3)nc2n(CCC)c1=O : -20%, 7%, -2%
Results for COc1ccc(Cl)cc1NC(=O)CN1CCN(S(=O)(=O)N2CCC(C)CC2)CC1 : -11%, -3%, -4%

(list continues)
SMILES	TDP1 cell CPT	FEN1 inhibitor	KAT2A inh
CCOC(=O)C1(CC2CC2)CCN(Cc2cn(C)c3ccccc23)CC1	21µM*	14%	14%
Cc1cccc(NC(=O)/C(C#N)=C/c2ccccc2Cl)n1	?	14%	-1%
COc1cccc(C(=O)NC2CCN(CC(=O)NCc3ccccc3F)CC2)c1	-2%	1%	1%
Cc1ccc(NC2=C(Cl)C(=O)c3ccccc3C2=O)cc1	8.2µM*	-1%	-1%
COCCNc1nc(-c2ccccc2C(F)(F)F)nc2ccccc12	-8%	.	-6%
COC(=O)C1CC(C(=O)OC)C2C(C(=O)OC)CC(C(=O)OC)C12 (configuration not stated)	4%	-7%	.
COC(=O)C1=CO[C@@H](O[C@@H]2O[C@H](CO)[C@@H](O)[C@H](O)[C@H]2O)[C@H]2[C@@H]1C(=O)C[C@@H]2C	-9%	-2%	3%
CNC(=O)Cn1c(=O)c2cccn2c2ccc(F)cc21	-3%	24%	-9%
CCOc1ccc(-c2cc(-c3nc(-c4ccc(C)cc4)no3)[nH]n2)cc1	?	7%	1%
CCCOCC1CC2(SC(=Nc3ccc(C)cc3)NC2=O)C(=O)O1 (configuration not stated)	?	8%	-10%
Cc1nnc(SCC(=O)N2CCCCC2)n1CC1CCCO1 (configuration not stated)	-1%	4%	-4%
CC(=O)c1ccc(NC(=S)Nc2cccc3cnccc23)cc1	-10%	0%	-12%
CN1CCc2c(sc(NC(=O)c3ccc(S(=O)(=O)N4CCCC4)cc3)c2C(N)=O)C1	?	-1%	-25%
CCCN(CC(=O)Nc1ccccc1C)C(=O)c1ccc(S(=O)(=O)N2CCCCCC2)cc1	6%	-10%	-20%
Cc1cc(C)c(C(=O)CC2(O)C(=O)Nc3ccccc32)cc1C (configuration not stated)	?	6%	0%
Cc1cc(F)ccc1S(=O)(=O)Nc1ccccc1C(=O)NCc1ccccn1	4%	0%	-3%
CCOc1ccc(C(=O)NCCN2CCOCC2)cc1	22%	10%	14%
CCCCCc1ccc(-c2ccc(Br)cc2)nc1	-10%	9%	-13%
O=C(CNc1cccc(S(=O)(=O)N2CCCC2)c1)Nc1cccc(F)c1	-19%	-3%	-4%
CC(=O)NC1=NC(=O)C(C)S1 (configuration not stated)	-20%	-7%	-9%
CCOC(=O)c1c(NC(=O)CCl)sc(C(=O)N(CC)CC)c1C	13µM*	-13%	-1%
Cc1cccc(C(=O)NNC(=O)CSc2nnc(C3CC3)n2C)c1	18%	13%	2%
COc1cccc(N2CCN(C(=S)NCc3ccco3)CC2)c1	1%	0%	16%
O=C(/C=C/c1ccc(Cl)c(C(F)(F)F)c1)N1CCN(c2ccccn2)CC1	12%	-6%	-3%
CC(=O)c1ccc(S(=O)(=O)N2CCN(CC(=O)Nc3ccc(Cl)c([N+](=O)[O-])c3)CC2)cc1	?	10%	-8%
CC(=O)Cn1c(CN2CCCC2)nc2ccccc2c1=O	8%	4%	-1%
COC(=O)c1ccc(NC(=O)CSc2nccn2CCc2ccccc2)cc1	?	14%	2%

Some of the compounds tested (hit frequency here may not be typical).
